# Screens deposited in PubChem by National Center for Advancing Translational Sciences (NCATS).
# MBNL1-CUG inh: inhibitors of human MBNL1 binding to CUG repeat RNA; Potency, µM (titrated, usually from 57.5 µM), inactives show at the top dose activity change, negative = inhibition, actives largely listed as inhibitors; AID 2675; TR-FRET MBNL1-His/biotin-(CUG)12 binding, 665/545 ratio; 280,000 compounds, 0.036% hits; active means well fitted inhibition curve with a large enough effect in the signal ratio, with a control signal flat, not every such curve was filed as active; inconclusive means small, poorly fitted or top-dose-only effect, or effect the other way, or a change in a side signal; inactive means no such curve, though single readings can be large or run the other way; the % refers to the signal ratio; further: potency means the concentration at half of the fitted maximal effect; on the % scale 0 is the no-effect control and ±100 the full control effect
#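 TR-FRET readout: Ex 340 nm, 665/545 nm emission ratio, normalized to buffer-only (basal) and MBNL1-(CUG)12 controls. Complex of MBNL1-His with Biotin-(CUG)12, compounds 92 nM–58 uM, incubated 60 min at room temperature.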
# TRPV1 agonist: activates the human vanilloid receptor TRPV1. activation, % at 8.33 µM. Q8NER1. 320,000 compounds, 0.19% hits. TRPV1-expressing cells, Fluo-8 calcium influx, agonist mode; in the data active means activation above about 80%; inconclusive means between about 30% and that limit; further: 0% is about no effect
#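 Fluo-8 calcium influx in TRPV1-expressing cells, kinetic read (ex 480/em 520 nm). Compound added and read 3 min for agonist activity, followed by capsaicin at EC20 final and 2 min further read for enhancement.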
# MLL CXXC-DNA inh: inhibitors of human MLL CXXC domain-DNA interaction | Potency, µM (highest dose often 115 µM), inactives show top-dose activity change, negative = inhibition, most hits filed as inhibitors | 290,000 compounds, 0.037% hits | MLL-CXXC / FITC-HOXA9 DNA fluorescence polarization | AID 2662 | Q03164; active means well fitted inhibition curve with a large enough effect in the polarisation, with a control signal flat, not every such curve was filed as active; inconclusive means small, poorly fitted or top-dose-only effect, or effect the other way, or a change in a side signal; inactive means no such curve, though single readings can be large or run the other way; the % refers to the polarisation; further: potency means the concentration at half of the fitted maximal effect
#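 Fluorescence polarization: 7 uM MLL-CXXC (stock) preincubated 5 min with compounds, then 50 nM fluorescein-HOX-A9 DNA (stock) added; 30 min ambient. Buffer 50 mM Tris-HCl pH 7.5, 50 mM NaCl, 1 mM DTT, 0.05% BSA.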
# GALK inhibitor: inhibitors of human galactokinase; P51570; Purified GALK, Kinase-Glo residual ATP luminescence; Potency, µM (doses to about 57.5 µM), inactives show at the top dose activity change, negative = inhibition, hits mostly inhibitors; 270,000 compounds, 0.007% hits; further: potency means the concentration at half of the fitted maximal effect; on the % scale 0 is the no-effect control and ±100 the full control effect
# Target sequence (P51570 whole entry, looked up): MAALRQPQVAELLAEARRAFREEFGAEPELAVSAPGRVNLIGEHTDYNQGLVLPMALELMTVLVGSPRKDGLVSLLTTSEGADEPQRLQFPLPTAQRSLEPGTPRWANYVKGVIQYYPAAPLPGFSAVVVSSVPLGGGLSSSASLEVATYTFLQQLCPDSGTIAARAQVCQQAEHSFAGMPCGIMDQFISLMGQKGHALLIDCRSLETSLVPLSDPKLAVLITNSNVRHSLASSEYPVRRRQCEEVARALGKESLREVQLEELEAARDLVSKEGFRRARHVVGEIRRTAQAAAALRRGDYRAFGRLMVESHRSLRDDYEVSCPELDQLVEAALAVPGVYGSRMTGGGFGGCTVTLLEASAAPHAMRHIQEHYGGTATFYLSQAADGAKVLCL
#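 5 nM enzyme, 35 uM ATP, 100 uM galactose, 20 mM HEPES pH8.0, 5 mM MgCl2; 1 h RT; residual ATP by Kinase-Glo Plus luminescence, qHTS format.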
# S-ASM inh: human S-ASM enzyme inhibition; P17405; placental ASM, HMU-PC fluorogenic substrate, 60 min; Potency, µM (series often up to 57.5 µM), for inactives: at the highest dose activity change, negative = inhibition, usual class: inhibitors; 340,000 compounds, 0.006% hits; AID 504937; further: potency means the concentration at half of the fitted maximal effect
# Target sequence (P17405 47-631 limits assumed): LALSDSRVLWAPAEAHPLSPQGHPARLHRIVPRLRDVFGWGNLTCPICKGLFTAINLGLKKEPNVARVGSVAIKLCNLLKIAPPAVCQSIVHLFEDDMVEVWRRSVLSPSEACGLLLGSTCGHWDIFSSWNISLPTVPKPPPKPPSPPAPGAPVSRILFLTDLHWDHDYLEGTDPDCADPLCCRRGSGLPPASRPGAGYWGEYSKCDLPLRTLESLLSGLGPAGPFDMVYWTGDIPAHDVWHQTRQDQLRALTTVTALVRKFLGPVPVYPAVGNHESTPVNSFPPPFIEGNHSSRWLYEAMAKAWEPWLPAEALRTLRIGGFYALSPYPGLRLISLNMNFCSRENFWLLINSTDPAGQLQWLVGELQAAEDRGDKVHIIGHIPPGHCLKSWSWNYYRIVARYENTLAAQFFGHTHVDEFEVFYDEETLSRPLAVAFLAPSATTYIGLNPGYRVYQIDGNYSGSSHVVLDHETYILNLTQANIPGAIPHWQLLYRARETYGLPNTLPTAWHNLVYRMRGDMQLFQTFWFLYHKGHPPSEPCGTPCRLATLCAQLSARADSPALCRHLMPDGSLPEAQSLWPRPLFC
#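 Steps: dispense placental human ASM, pin compound, wait 10 min at room temperature, add HMU-PC0 substrate at 9 uM final, incubate 60 min at 37 °C, add stop solution raising pH to 10, read fluorescence.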
# Integrin act MD: activates integrin-mediated alleviation for muscular dystrophy; alpha7betagal myoblasts, beta-gal FDG fluorescence, 48 h; 350,000 compounds, 0.064% hits; Potency, µM (titrated, usually from 38.3 µM), for the others: top-dose activation, most hits filed as activators;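 further: potency means the concentration at half of the fitted maximal effect; 100% = response of the positive control SU9516; nearly all actives have a fitted effect of over 60% in size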
#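 alpha7betagal+/- myoblasts (passage 13, 250/well) treated 48 h at 37C with compounds at 1:260 dilution of DMSO stock. Lysed, then beta-galactosidase activity read as FDG fluorescence (ex 480/em 540) after 30 min, with pre-read for autofluorescence.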
# KCNH2 WT inh: blocks the wildtype human KCNH2 potassium channel | Q12809 | U2OS, BacMam KCNH2, thallium flux FluxOr; stronger effect = lower value | activity change, % at 1.84 µM | 340,000 compounds, 0.37% hits | AID 720551;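 active means maximum activity change below -70%; inconclusive means maximum activity change between -70% and -50%; inactive means maximum activity change above -50%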; further: on the % scale 0 is the no-effect control and ±100 the full control effect
#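 U2OS cells were transduced with wild-type KCNH2 virus (2.03 x 10^8 / mL) for 4 h at room temperature, then cultured overnight at 37 C. Thallium flux was read with FluxOr dye. Rate constants were normalized to DMSO controls.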
# AT treatment: potential ataxia-telangiectasia treatments restoring KAP-1 phosphorylation; […] A-T fibroblasts, KAP-1 phosphorylation AlphaLISA; neocarzinostatin DNA damage 30 min before lysis; Potency, µM (highest dose often 57.5 µM), for inactives: at the highest dose activation, actives largely listed as activators; 320,000 compounds, 0.19% hits; further: potency means the concentration at half of the fitted maximal effect; % of control where 0% means no effect; nearly all actives have a fitted effect of over 45% in size
#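 hTERT-immortalized A-T patient fibroblasts ([…]), 500 cells/well in OPTI-MEM, 1% FBS, got compounds for 60 min, then NCS for 30 min at 37C. Lysates were then assayed for phospho-KAP-1 by AlphaLISA (anti-pKAP1 donor, anti-KAP1 acceptor beads), 6 hr at 25C.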
# KCNH2 3.1 block: blocks the human KCNH2 3.1 channel isoform | AID 720553 | 340,000 compounds, 0.95% hits | U2OS KCNH2 3.1, thallium flux FluxOr; stronger effect = lower value | activity change, % (tested at about 1.8 µM);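 active means maximum activity change below -70%; inconclusive means maximum activity change from -70% to -50%; inactive means maximum activity change above -50%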;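 further: thallium influx rate constant from kinetic fluorescence after stimulation buffer; on the % scale 0 is the no-effect control and ±100 the full control effect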
#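 U2OS cells transduced with KCNH2 3.1 mutant virus (1.77 x 10^8 /mL, 4 h), plated overnight at 37 C, loaded 45 min with FluxOr dye plus Red40 quencher. Thallium flux rate constant from kinetic reads after stimulation buffer, normalised to controls.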
# Coupling enz: inhibits coupling enzyme system, counter-screen for aldolase hits. AID 2472. activity change, negative = inhibition, % at 58.2 µM, hits read low. coupling enzyme system counterscreen, AmpLite Red fluorescence. 290,000 compounds, 0.67% hits; in the data active means activity change below about -30%; further: on the % scale 0 is the no-effect control and ±100 the full control effect
#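 Fluorescence at 525 nm excitation and 598 nm emission measured inhibition of the coupled detection system without aldolase. Compounds (at 57.5 uM final) were preincubated 10 min at room temperature with coupling enzyme reagent before a 20 min substrate/AmpLite Red step.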
# Active calls of the source: *; ? = inconclusive; . = no result given; & = joins results of further samples; [ ] = another dose, or the depositor's remark. Unless noted, the call rests on the fitted dose curve; in most records, active means well fitted curve in the direction sought with a large enough effect; inconclusive means small, poorly fitted or top-dose-only effect, or another doubt; inactive means no such curve, though single readings can be large; an effect the other way counts as inactive or inconclusive.
Compound	MBNL1-CUG inh	TRPV1 agonist	MLL CXXC-DNA inh	GALK inhibitor	S-ASM inh	Integrin act MD	KCNH2 WT inh	AT treatment	KCNH2 3.1 block	Coupling enz
CC[C@H]1CCCCc2ccccc2[C@@H](C(=O)C[C@@H](O)CC(C)=O)OC1=O	.	.	.	.	5%	4%	-4	9%	-21	.
CCOc1ccc(-c2c(C(=O)N/N=C/c3sccc3C)nnn2-c2nonc2N)cc1	15%	-4	-12%	8%	-9%	0%	7	-1%	0	-3
c1ccc(-n2ncc3c2ncn2nnnc32)cc1	10%	-2	-1%	1%	1%	1%	-12	7%	1	0
Nc1ccc2oc(-c3cccc(Br)c3)nc2c1	5%	1	-5%	0%	5%	24%	6	2%	-1	-2
CCCCn1c(SCc2ccccn2)nc2c1c(=O)n(C)c(=O)n2C	-4%	17	4%	-2%	2%	21%	-3	-4%	10	3
COc1cc(NC(=O)CCc2nnc3ccc(N4CCN(C)CC4)nn23)cc(OC)c1	-23%	-3	17%	-2%	-1%	8%	2	-4%	23	.
COc1ccc(C)cc1NCC(=O)Nc1ccc(C(C)(C)C)cc1	6%	1	4%	0%	1%	-15%	0	0%	-18	0
COc1ccc(NC(=O)c2ccc(S(=O)(=O)N3CCCCCC3)cc2)c(OC)c1	6%	0	1%	0%	1%	24%	8	-2%	-2	-1
CCc1sc(C(=O)NCCCN2CCCC2=O)cc1Br	.	.	.	.	3%	2%	-4	.	3	.
CC(=O)c1ccccc1C(=O)N1CCCC(CCC(=O)N2CCN(c3ccccn3)CC2)C1 (configuration not stated)	-5%	-4	-3%	-1%	6%	-7%	-25	5%	.	.
COCC(=O)N(Cc1ccco1)c1nnc(C2CCOC2)s1 (configuration not stated)	4%	-4	-7%	2%	-2%	4%	-6	.	11	5
COc1ccc(C(=O)NC(Nc2ccc(C)cc2)C(Cl)(Cl)Cl)cc1 (configuration not stated)	.	15	2%	1%	-5%	-28%	-31	-5%	-11	-7
Cc1nc2ccccc2c(=O)n1/N=C/c1ccc(N(C)C)cc1	?	?	-1%	12%	10%	1%	4	2%	-7	3
Cn1c(=O)[nH]c(=O)c2c1nc(Br)n2Cc1cccc(Br)c1	-4%	6	-3%	0%	1%	-11%	0	2%	-21	3
Cc1cc(C)cc(N(CC(=O)NC2CCCCCC2)S(=O)(=O)c2c(C)[nH]c(=O)[nH]c2=O)c1	-9%	0&-2	30%	.	6%	-1%	8	-5%	9	5
CCN(CC)S(=O)(=O)c1csc(C(=O)NC2CCCCC2)c1	-11%	1	-10%	3%	-1%	-17%	-7	1%	-11	4
O=C(O)C(Cc1c[nH]c2ccccc12)NS(=O)(=O)c1ccc(Br)cc1 (configuration not stated)	-10%	2	-18%	2%	3%	-29%	9	-8%	31	8
CCc1ccccc1NC(=O)c1ccc(CN2CCC(Cc3ccccc3)CC2)cc1	-7%	-5	?	-2%	0%	-27%	11	2%	-6	3
CCOc1ccc(CCNC(=O)c2nnc(CS(=O)(=O)c3ccccc3)o2)cc1OCC	-2%	0	-4%	7%	-1%	-27%	-1	6%	-4	-3
O=C1CCN(C(=O)c2cccs2)c2ccccc21	-7%	-3	5%	.	-4%	-27%	-8	-3%	22	5
CCN(CCCNC(=O)CNC(=O)c1nn(-c2ccc(OC)c(OC)c2)c(=O)c2ccccc12)c1ccccc1	11%	-3	16%	-2%	2%	0%	8	0%	6	0
O=C(NCCSc1ccccc1)c1ccc(Br)cc1	-1%	?	-18%	5%	2%	-3%	-2	7%	4	2
Cc1cc2cc(CNC(=O)c3cccs3)ccc2[nH]1	10%	7	-19%	0%	-5%	13%	-7	-4%	-12	-2
CCCN(C(=O)c1cc(-c2ccco2)nc2ccccc12)c1c(N)n(Cc2ccccc2)c(=O)[nH]c1=O	.	0	.	.	27%	21%	-31	1%	5	.
CSc1ccc(/C=c2\s/c(=C\C(=O)C(C)(C)C)n(CC(=O)NCCC3=CCCCC3)c2=O)cc1	1%	-3	?	-4%	11%	-24%	1	-4%	12	0
Cc1ccccc1NC(=O)CCNS(=O)(=O)c1ccc2c(c1)CCC(=O)N2	-7%	-1	4%	-6%	0%	-11%	3	5%	-5	3
Fc1ccc(-c2nnn(Cc3nc4ccccc4s3)n2)cc1	-8%	20	0%	5%	-8%	13%	-6	3%	-13	-1
CCOC(=O)C1CC(CN2C(=O)c3ccccc3C2=O)OC1=O (configuration not stated)	.	.	.	.	6%	-1%	11	.	19	.
O=c1[nH]c(N/N=C/c2cc3c(cc2[N+](=O)[O-])OCO3)nc2ccccc12	13%	2	7%	.	14%	?	-6	3%	6	-1
CCOC(=O)/C(C#N)=C1/C(=O)N(Cc2ccccc2)c2ccccc21	27%	0	3%	0%	-2%	-30%	-11	-3%	6	-38*
O=C(CN(Cc1ccco1)C(=O)c1ccccc1F)Nc1ccccc1C(F)(F)F	.	6	.	.	1%	16%	-10	-7%	-1	.
c1ccc2c(CN3CCOCC3)csc2c1	2%[11.5 µM]	1	10%	.	1%	-6%	14	3%	-15	3
O=C(NNc1cc(N2CCOCC2)nc(N2CCOCC2)n1)C12CC3CC(CC(C3)C1)C2	.	-4	3%	1%	2%	-4%	0	-7%	8	-3
O=c1cc(CN2CCN(c3ccccc3)CC2)c2cc(O)c(-c3ccccc3)cc2o1	7%	2	6%	0%	19%	-27%	2	8%	-11	-1
CC(=NNC(=S)N1CCN(C2CCCCCC2)CC1)c1ccccn1	.	.	.	.	0%	0%	-7	.	-6	.
COC(=O)CSc1nc(C)cc(C)c1C#N	-10%	0	3%	3%	106%[activator]	2%	-5	5%	14	2
N#Cc1nnn(-c2cc(Cl)cc(Cl)c2)c1N	1%	6	9%	-1%	-1%	7%	1	-5%	-9	1
O=C(c1ccc(C(F)(F)F)cc1)N1CCC(=O)N(C(COCc2ccc(C(F)(F)F)cc2)Cc2ccccc2)CC1 (configuration not stated)	36%[activator]	2	-4%	.	-9%	-46%	1	.	-112*	5
COc1ccc(CNC(=O)C(Cc2ccccc2)n2cccc2)cc1 (configuration not stated)	-4%	28	1%	.	4%	7%	-1	-3%	25	-2
O=C(CCCC(=O)N1CCCc2ccccc21)N1CCCc2ccccc21	12%	.	1%	1%	0%	-3%	3	21%	-2	0
Fc1ccc(CN2CCCCCCC2)cc1	-7%	-5	15%	1%	-1%	20%	-1	-7%	-7	1
Nn1c(SCC(=O)Nc2ccc3c(c2)OCO3)nnc1C1CCCCC1	-10%	0	2%	-1%	-1%	5%	-3	.	0	1
COCCCNC(=O)CC1C[C@H](C(=O)N2CCCCC2)[C@@]2(C)c3[nH]c4ccc(OC)cc4c3CCN2C1=O (some centres not stated)	.	.	.	.	0%	16%	0	1%	24	.
Cc1ccc(OCCCN2CCCC2)c(C)c1	0%	-1	-10%	0%	1%	-38%	12	-11%	-28	0
CN(C(=O)CN1C(=O)c2ccccc2S1(=O)=O)c1ccccc1C(=O)O	1%	3	6%	-2%	6%	4%	-15	7%	-2	2
CCc1cccc(N(C(=O)c2csnn2)C(C(=O)NC(C)(C)C)c2ccccn2)c1 (configuration not stated)	?	5	-1%	1%	1%	14%	-4	5%	6	-1
O=C(N1CCN(c2ccccn2)CC1)N1c2ccccc2Sc2ccccc21	-3%	2	20%	-1%	-3%	12%	2	-8%	-4	11
O=C(NCc1ccccc1Cl)C1CCC(=O)N1Cc1ccc(F)cc1 (configuration not stated)	-4%	-3	2%	3%	-3%	8%	.	-6%	5	2
COc1ccc(OC)c(C(=O)c2ccc(C(=O)N3CCCCC3)cc2)c1	5%	-1	5%	-1%	1%	-13%	-3	1%	11	6
Cc1ccc2c(c1)N(CC(=O)NCCc1c[nH]c3ccccc13)C(=O)CO2	-1%	6	3%	-4%	0%	-4%	-1	3%	4	-3

# The listing continues:
Compound	MBNL1-CUG inh	TRPV1 agonist	MLL CXXC-DNA inh	GALK inhibitor	S-ASM inh	Integrin act MD	KCNH2 WT inh	AT treatment	KCNH2 3.1 block	Coupling enz
Cc1cc(C)c(NC(=S)NCCCSC2CCCCC2)c(C)c1	-4%	3	-2%	-2%	0%	7%	0	5%	-14	0
O=C(Cc1ccccc1)Nc1ccc(Cl)cn1	-2%	7	3%	-2%	5%	20%	-7	7%	-43	-1
O=S(=O)(Nc1ccc(Br)cn1)c1ccc(Cl)s1	4%	0	-14%	-3%	-1%	?	4	-1%	-12	9
CCN(CC)CCOCCn1c(C)ccc1C	.	.	.	.	9%	13%	-2	.	7	.
CCc1cccc2c(C#N)cn(CC(=O)NCCOC)c12	4%	1	-12%	-2%	-3%	18%	9	16%	6	-2
